NOD1 inhibition = NOD1 signaling inhibitors, primary screen, cell-based, luminescence, uHTS (AID 1578). 290,000 compounds, 1% hits. NOD1-driven NF-kB luciferase reporter cells, luminescence; higher % means a stronger effect. inhibition, % at 4 µM, or EC50 in µM where a hit was titrated; in the data active = inhibition mostly above about 36%, no sharp cut-off; inactive = mostly below about 34%;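 note: HEK-293T reporter cells stimulated with the NOD1 agonist gamma-tri-DAP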
NOD2 inhibition = NOD2 signaling inhibitors, cell-based, luminescence, uHTS, HEK293 (AID 1566); HEK293 NOD2/NF-kB luciferase reporter, luminescence; higher % means a stronger effect; inhibition, % at 4 µM, or EC50 in µM where a hit was titrated; 290,000 compounds, 0.63% hits; in the data active = inhibition above about 50%; note: many of its hits are not listed in these tables
MT stabilizer = microtubule stabilization, imaging screen; HeLa tubulin immunostaining HCS, 24 h; share of cells brighter than vehicle mean+2SD; % tubulin-high responders, % at 10 µM; 200,000 compounds, 0.83% hits; AID 2205;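 active = plate Z-score above 3 for both tubulin-high and condensed-nucleus cell shares, with cell loss under 80%, at 10 µM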;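 note: anti alpha tubulin signal scored within the nucleus-defined area of each cell; some results filed as inactive read as strong as hits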
Autophagy mod = autophagy modulation, high-content screen. 190,000 compounds, 0.98% hits. calls only at 10 µM (by protocol). AID 463193. MEF GFP-LC3 puncta imaging; test concentration mostly 10 µM;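 active = percentage of spot-positive cells more than 3 SD above its plate mean, without a fluorescence outlier flag or 80% toxicity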;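 note: spot-positive cell cutoff set from DMSO-treated cells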
Yfh1-off respiration = mitochondrial function rescue without frataxin homolog – Friedreich's ataxia, plus single-dose screen, dose response (AID 1465) | 220,000 compounds, 0.074% hits | fold induction at 50 µM, or EC50 in µM where a hit was titrated | S. cerevisiae Yfh1-off respiration, WST-1 reduction, 72 h; higher fold induction means a stronger effect;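 active = fold induction of absorbance versus untreated yeast above a set limit, then at least 30% activation at any dose in follow-up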;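 note: activators that raise dye reduction in frataxin-depleted yeast; strong numbers were not always called active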
M17LAP inhibition = P. falciparum M17LAP inhibitors, primary screen, biochemical, fluorogenic H-Leu-NHMec substrate, 1536-well (AID 1619); recombinant M17LAP, H-Leu-NHMec fluorogenic kinetic assay; higher % means a stronger effect; inhibition, % at 30 µM, or IC50 in µM where a hit was titrated; 220,000 compounds, 0.38% hits;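 active = compound inhibiting the enzyme by more than half at any dose during confirmatory dose-response retesting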;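 note: plate controls were full reaction with DMSO carrier for no effect and no enzyme background for full effect; strong numbers were not always called active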
Dynein transport = blocks dynein driven cargo transport along microtubules | AID 1381 | 220,000 compounds, 0.47% hits | 3617.4 mouse cells, GR-EGFP nuclear translocation imaging; test concentration mostly 20 µM; stimulated with dexamethasone, 1 µM; active compounds read low | z-score, hits read low;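 active = plate z-score of nuclear minus cytoplasmic receptor signal below a set negative limit, without overly bright fluorescence or cell loss, cut at about -3.5 in these data, passing the limit was not always enough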;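 note: z-score of nuclear minus cytoplasmic ring GR-EGFP intensity difference per well; some compounds called inactive have numbers as strong as hits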
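Buffer or medium: tet-free, stripped-serum medium; reagent: dexamethasone at 1.0 µM final, 30 min; incubation: 48 h induction, 1 h compound, 30 min dex at 37 °C; measured by: formaldehyde fixation, Hoechst nuclear stain, 10x automated fluorescence imaging; read-out: nuclear-to-cytoplasmic GR-EGFP distribution per well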
Ins promoter up = MIN6 insulin promoter up-regulation. MIN6 insulin promoter-GFP reporter, high-content imaging; active compounds read high. z-score at 5 µM. 190,000 compounds, 0.3% hits. AID 1625;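 active = z-score above 3 at 5 µM with at least 500 cells counted in the well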
bCat nuc transl = modulators of beta-catenin nuclear translocation; nuclear translocation activity, % at 5 µM; HeLa beta-catenin nuclear translocation, immunofluorescence imaging; 190,000 compounds, 0.3% hits;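 active = nuclear translocation activity above 50% at 5 µM, with a well cell count of 50 or more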;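 note: per-cell ratio of nuclear to cytoplasmic median beta-catenin stain intensity; plate controls were DMSO negative control for no effect and GSK-3 inhibitor IX positive control for full effect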
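test system = HeLa cells, endogenous beta-catenin | dosing = single 5 µM dose plus 0.02–20 µM confirmation series | times = compound treatment 24 h, 37°C, 5% CO2 | technique = beta-catenin immunofluorescence imaging with DAPI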
Dynein transport cytoplasmic EGFP = second read-out of Dynein transport, no call of its own (marks repeat the call); z-score; measured here: cytoplasmic GR-EGFP intensity; active compounds read high
Dynein transport nuclear GR-EGFP = also measured in Dynein transport; calls as there; z-score; measured here: nuclear GR-EGFP intensity;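 lower value marks the stronger effect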
Dynein transport cell count = recorded beside Dynein transport, whose call it bears; z-score; measured here: cell count per field
Ins promoter up cell count = further read-out of Ins promoter up, marked with its call; cell count; measured here: cytotoxicity, nuclei count;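 total cells summed across four imaged fields per well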
bCat nuc transl cell count 5 µM = further read-out of bCat nuc transl, marked with its call; cell count; measured here: cell count, cytotoxicity flag
MT stabilizer Hoechst-high % = further read-out of MT stabilizer, marked with its call; % Hoechst-high responders; measured here: nuclear condensation Hoechst responders;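 share of cells brighter than vehicle mean plus two SD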
MT stabilizer cytotoxicity % = also measured in MT stabilizer; calls as there; toxicity, %; measured here: cytotoxicity by cell density;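 0% = mean cell density of plate MIN control wells and 100% = no cells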
Autophagy mod cell loss 18 h = further read-out of Autophagy mod, marked with its call; toxicity, %; measured here: cell loss, nuclei count;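 cell loss after 18 h compound exposure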
Numbers without * were called inactive; i = inactive; / = not tested or not shown. Some of the compounds tested; rates above refer to the full screens.

#	canonical_smiles	Dynein transport	NOD1 inhibition	Dynein transport cytoplasmic EGFP	bCat nuc transl cell count 5 µM	bCat nuc transl	Ins promoter up	Autophagy mod cell loss 18 h	Autophagy mod	M17LAP inhibition	Yfh1-off respiration	MT stabilizer	MT stabilizer Hoechst-high %	Dynein transport nuclear GR-EGFP	Ins promoter up cell count	MT stabilizer cytotoxicity %	Dynein transport cell count	NOD2 inhibition
1	CC1CCCCN1C(=O)c1cc2nc(-c3ccccc3)cc(-c3ccccc3)n2n1 (stereo not given)	0.968	22.3%	-0.0888	1135	-2.2	-1.86	-2.6	i	8.3%	i	2.0	2.4	0.502	504	9.7	0.369	-6.3%
2	C=CCNC(=O)CC(=O)N/N=C/c1cccc(Br)c1	-0.119	5.4%	-0.146	/	/	/	30.5	i	-3.2%	i	1.1	1.9	-0.344	/	9.2	-0.0854	6.5%
3	CCOC(=O)NC(=O)c1cn(Nc2ncc(Cl)cc2C(F)(F)F)c(=O)[nH]c1=O	-0.292	-12.8%	-0.311	1178	-2.8	0.14	/	/	-3.5%	i	/	/	-0.19	1401	/	1.01	8.1%
4	O=C(O)CNC(=O)/C(=C\c1cccc([N+](=O)[O-])c1)NC(=O)c1ccco1	0.334	7.4%	-0.66	1345	-0.5	0.34	/	/	9.8%	i	/	/	0.0811	764	/	-0.922	-2.7%
5	COC(=O)/C(=C1\Oc2ccc(C(C)(C)C)cc2S1)C(F)(F)F	0.44	31.4%	-0.21	544	-4.0	0.39	17.4	i	-5.2%	i	2.2	2.1	0.247	1230	5.5	0.602	-34.5%
6	CCOC(=O)c1c(NC(=O)Cc2cccs2)sc(C(=O)NC2CCCCC2)c1C	-0.0921	-15.9%	-0.217	1379	0.5	-1.54	-1.7	i	6.3%	i	1.3	1.5	-0.446	1583	7.9	0.279	-14.4%
7	O=C(CSc1nc2c(cnn2-c2ccc(F)cc2)c(=O)[nH]1)N1CCCCC1	-0.962	-6.4%	-0.141	1059	-1.0	-1	/	/	-2.5%	i	3.6	2.0	-0.257	2116	5.6	-0.245	6.1%
8	O=C(CCS(=O)(=O)Cc1ccccc1)NCCc1ccccc1	-0.184	-16.0%	-0.31	983	-2.9	0.08	-4.0	i	0.8%	i	4.5	1.1	-0.225	1618	13.6	1.05	20.9%
9	COC(=O)[C@H](Cc1ccccc1)NC(=O)NCCc1ccc(S(N)(=O)=O)cc1	1.23	-5.2%	-0.125	995	-3.5	0.27	-4.4	i	4.7%	i	4.9	2.1	0.774	1170	6.5	-0.883	9.3%
10	Cc1nnc(SCc2cccc3ccccc23)s1	-0.171	-4.1%	-0.249	1184	-2.3	-0.03	/	/	-3.6%	i	/	/	-0.0677	1437	/	0.299	-35.9%
11	Cc1cc(S(=O)(=O)NC2CCCCC2)c(C)s1	-0.17	-0.6%	-0.0565	684	0.7	3.49*	-3.6	i	1.7%	i	3.3	2.3	-0.194	1300*	3.5	0.76	15.9%
12	Cc1cccc(N(C)C(=O)c2coc(=O)c3ccccc23)c1	-0.105	/	0.0861	1073	-1.0	-0.25	-4.2	i	18.5%	i	3.8	1.1	-0.107	1962	1.1	0.717	17.5%
13	COC(=O)c1cc2c(cc1Cl)N1CCCCCC1=NS2(=O)=O	0.105	1.9%	-0.233	1313	-0.2	-0.24	/	/	-3.2%	i	/	/	-0.0515	1038	/	-0.185	13.1%
14	CC1=NN(C(=O)c2ccccc2Br)C(O)(c2cccnc2)C1 (stereo not given)	-0.279	0.6%	-0.204	1376	-0.6	0	5.5	i	3.7%	i	1.8	1.3	0.399	1649	10.2	0.364	3.7%
15	Cc1c(C)n(C)c2ccc(C(=O)NCc3cccs3)cc12	-0.119	-23.2%	-0.173	1113	-1.4	-0.36	-0.5	i	-2.0%	i	4.3	2.9	0.171	1543	8.2	0.162	15.0%
16	COc1ccc(NC(=O)Nc2ccon2)c(OC)c1	-0.507	-24.1%	-0.271	1009	-1.4	0.75	22.7	i	1.4%	i	2.8	1.3	-0.0189	1450	3.8	0.564	0.9%
17	CCN(CC)S(=O)(=O)c1cccc(NC(=O)COC(=O)CCc2nc3ccccc3s2)c1	0.687	0.7%	-0.134	/	/	/	-7.8	i	2.0%	i	3.9	1.9	0.123	/	3.0	-0.286	8.9%
18	CCOc1ccccc1/C=C(/NC(=O)c1ccccc1)C(=O)N(CC)CC	0.791	-24.5%	-0.252	/	/	0.17	17.0	i	14.7%	i	6.1	2.3	0.681	1480	8.1	-0.658	-11.6%
19	COc1ccc(CN(Cc2cccn2C)S(=O)(=O)c2ccc(F)cc2)cc1	0.329	5.7%	-0.168	1293	-0.8	-1.42	/	/	6.6%	i	/	/	0.178	1058	/	0.255	5.3%
20	COc1ccc(C(=O)Nc2c(Cl)cc(Cl)cc2C(=O)NCCN2CCOCC2)cc1	-0.482	-18.8%	-0.216	/	/	/	-9.7	i	-6.2%	i	3.2	1.1	0.0995	/	3.3	0.0826	18.3%
21	Cc1ccc(Cn2c(=O)c3ccccc3n3c(SCC(=O)N4CCCCC4C)nnc23)cc1 (stereo not given)	/	-23.0%	/	948	-4.9	-0.22	/	/	/	/	/	/	/	1120	/	/	8.3%
22	COc1ccc2c(c1)C(C1=C(O)CC(C)(C)CC1=O)C1=C(CC(C)(C)CC1=O)O2 (stereo not given)	0.4	-2.6%	-0.092	/	/	0.83	2.9	i	47.2%	i	1.2	1.5	0.29	906	9.7	0.0838	0.3%
23	NCCc1c(-c2ccccc2)n(-c2ccccc2)c2ccccc12	-1.48	-28.8%	2.37	182	30.1	/	0.9	i	1.5%	i	9.7	3.3	-0.617	/	15.8	-4.19	18.0%
24	Cc1cc(C(=O)N/N=C/c2ccco2)c2ccccc2n1	0.928	-21.2%	0.219	625	-5.3	-0.4	10.0	i	1.6%	i	6.8	1.9	0.808	688	5.5	0.206	9.8%
25	COc1cc(CNC2CCCCCC2)cc(OC)c1	-0.484	-15.1%	-0.238	/	/	0.09	-1.9	i	4.5%	i	1.3	1.8	-0.414	965	18.5	0.375	-14.1%
26	COC(=O)c1cc(C(=O)N2CCN(c3ccccc3OC)CC2)cc([N+](=O)[O-])c1	1.45	-43.4%	0.0413	314*	69.7*	1.34	42.3	i	0.0%	i	27.3*	29.1*	1.3	963	60.7*	-2.22	-42.1%
27	Cc1ccc(C(=O)COC(=O)CSc2cccc3cccnc23)c(C)c1	-0.0764	/	-0.0939	/	/	/	-3.7	i	/	i	2.2	1.4	0.49	/	7.2	0.327	/
28	O=[N+]([O-])C(=C1Nc2ccccc2N1)C(Cl)=C(Cl)Cl	-2.69	-19.4%	0.894	1024	-0.1	0	-22.1	i	39.7%	i	1.8	0.7	-1.3	1371	5.5	-0.634	-4.9%
29	C/C(=C(/NC(=O)c1ccccc1)C(=O)O)c1ccco1	-0.896	-8.8%	-0.148	/	/	0.74	-0.6	i	14.6%	i	1.0	2.8	-0.709	1136	5.5	1.03	15.3%
30	COc1cc(-c2ncc3ccccn23)cc(OC)c1OC	2.54	-8.0%	0.0167	/	/	/	4.9	i	16.6%	/	2.5	1.3	1.22	/	5.8	-1.12	-0.6%
31	COc1ccc(NCC(=O)N/N=C/c2ccc3c(c2)OCCO3)cc1	-0.863	3.8%	-0.259	/	/	0.1	3.9	i	5.2%	i	1.6	3.2	-0.618	1283	11.9	0.701	-5.7%
32	CCOc1cc(-c2ccccc2)nc(N)n1	-0.247	-45.6%	-0.354	844	-1.1	-0.42	-6.7	i	-2.8%	i	5.1	3.7	-0.0527	1572	10.4	0.16	-29.4%
33	N/C(Cn1cncn1)=N\NC(=O)c1ccc(Cl)cc1Cl	-0.0371	-16.0%	-0.327	1153	-5.3	-0.09	-12.0	i	5.0%	i	5.7	2.7	0.437	1652	8.8	0.109	13.0%
34	O=C(c1nc(SCc2ccc([N+](=O)[O-])cc2)n2ccccc12)C(F)(F)F	0.484	-4.6%	-0.25	1302	0.4	/	/	/	3.5%	i	/	/	0.0875	/	/	-0.383	5.9%
35	CCOc1cccc2cc(C(N)=O)c(=NCc3ccccc3)oc12	-0.162	31.8%	-0.239	1212	-0.7	-3.34	1.6	i	2.1%	i	4.5	1.3	-0.932	1555	7.8	0.479	23.7%
36	CCOC(=O)c1[nH]c(C)c(C(=O)OCC(=O)N2CCc3ccccc32)c1C	2.48	-33.2%	-0.0417	1178	-13.9	/	-1.5	i	11.8%	i	3.1	1.3	1.58	/	0.2	-2.06	-0.2%
37	O=C(CN1CCSCC1)N/N=C/c1ccc(Cl)cc1	0.457	-24.8%	-0.315	1497	0.7	-0.18	-5.2	i	-5.6%	i	1.5	2.2	0.169	1482	5.2	-0.732	8.2%
38	COc1ccc(OC)c(/C=N/NC(=O)CN2CCSCC2)c1	-0.00257	-13.4%	-0.265	930	0.5	0.07	-7.2	i	-108.8%	i	2.8	2.1	0.00893	1237	8.7	0.503	12.7%
39	Cc1cc(=O)oc(C)c1C(=O)NCC1COc2ccccc2O1 (stereo not given)	-0.25	-7.3%	-0.188	867	-4.2	-0.2	3.7	i	11.8%	i	0.6	1.9	-0.121	1062	9.0	0.0934	-6.8%
40	CC(C)C1/C(=N/O)CC(c2ccccc2)NC1c1ccccc1 (stereo not given)	2.45	7.9%	-0.193	1293	-0.7	0.82	/	/	-5.3%	i	/	/	1.8	1027	/	-1.57	1.6%
41	Cc1ccc(-c2nc3cnccn3c2Nc2ccccc2)o1	-3.85*	-18.2%	1.06*	1162	0.3	-0.9	0.5	i	-23.6%	i	2.5	3.2	-2.19*	1023	6.7	0.115*	-30.0%
